# TAAR1 antag: antagonists of human TAAR1; Q96RJ0; CHO RD-HGA16 TAAR1, Fluo-8 calcium fluorescence, antagonist; inhibition, % at 3 µM; actives 1.5% (n = 360,000);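 active = inhibition above a per-plate cutoff, the mean inhibition of test compounds on that plate plus 3 SD, cut at about 49% in these data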;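 note: 0% = DMSO plus EC80 beta-PEA response and 100% = DMSO alone without agonist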
#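 Material: CHO RD-HGA16 cells bearing hTAAR1; compound dosing: one-point dosing, 3 µM nominal final; schedule: dye loading 75 min at 37 °C, then 30 min room temperature; measured by: calcium fluorescence with Fluo-8; control set: vehicle and agonist controls; replication: n of 1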
# CHO-K1 Ca antag: counter-screen for M1 antagonists: effect in parental CHO-K1 cells | ATP-induced calcium, Fluo-8 fluorescence | inhibition, % at 3 µM | actives 0.6% (n = 360,000);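 active = inhibition above a per-plate cutoff, the plate's mean sample inhibition plus 3 SD, cut at about 24% in these data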;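 note: 0% = DMSO plus EC80 ATP and 100% = DMSO alone without ATP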
# TAAR1 agonist: agonists of human TAAR1. Q96RJ0. CHO RD-HGA16 TAAR1, Fluo-8 calcium fluorescence; vehicle wells 0%, saturating PEA agonist 100%. activation, % at 3 µM. actives 0.99% (n = 360,000);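 active = activation above the mean activation of all test compounds in the run plus 3 SD, cut at about 38% in these data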
#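 Repeats: no replicates (n 1) | Material: CHO-derived RD-HGA16 cells with stable Gα16 and human TAAR1 | Technique: Kinetic Fluo-8 calcium fluorescence | Schedule: 17-24 h seeding, 75 min 37 °C dye, 30 min RT | Evaluation: % activation from peak over basal fluorescence ratio, DMSO-to-PEA scaled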
# M1 ag parental: counter-screen for M1 agonists: effect in parental CHO-K1 cells; Fluo-8 calcium fluorescence; scaled to maximal ATP response, vehicle zero; activation, % at 3 µM; actives 0.48% (n = 360,000); AID 602248; in the data active = activation above about 15%;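 note: untransfected CHO-K1 host cells lacking M1 receptor as counterscreen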
# CHO parental Ca: counter-screen for OX1R antagonists: effect in parental CHO cells. parental CHO-K1, ATP-induced calcium, Fluo-8 fluorescence. inhibition, % at 5.6 µM. actives 0.63% (n = 330,000). AID 463079;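 active = inhibition above that plate's mean sample inhibition plus 3 SD, cut at about 26% in these data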;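 note: 0% = ATP-challenged DMSO wells and 100% = DMSO wells without ATP; some compounds past the cut are filed as inactive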
#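 Assay system – parental CHO cells · Reagent – ATP stimulus · Detection – intracellular calcium via Fluo-8 no-wash fluorescent dye · Evaluation – percent inhibition of ATP-evoked calcium rise, normalized to controls · Controls – ATP wells versus no-ATP DMSO wells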
# OXTR potentiate: potentiators of human oxytocin receptor. P30559. activation, % at 3 µM. actives 0.061% (n = 320,000). AID 2445. CHO-OTR cells, Fluo-8 calcium fluorescence, potentiator mode; 0% = oxytocin EC15, 100% = EC100;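 active = activation above that plate's cutoff, the mean activation of tested compounds plus 3 SD, cut at about 6.6% in these data, passing the limit was not always enough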;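 note: 100% uses oxytocin at 75 nM as the full agonist control; some results filed as inactive read as strong as hits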
# Target sequence (P30559 whole entry, looked up): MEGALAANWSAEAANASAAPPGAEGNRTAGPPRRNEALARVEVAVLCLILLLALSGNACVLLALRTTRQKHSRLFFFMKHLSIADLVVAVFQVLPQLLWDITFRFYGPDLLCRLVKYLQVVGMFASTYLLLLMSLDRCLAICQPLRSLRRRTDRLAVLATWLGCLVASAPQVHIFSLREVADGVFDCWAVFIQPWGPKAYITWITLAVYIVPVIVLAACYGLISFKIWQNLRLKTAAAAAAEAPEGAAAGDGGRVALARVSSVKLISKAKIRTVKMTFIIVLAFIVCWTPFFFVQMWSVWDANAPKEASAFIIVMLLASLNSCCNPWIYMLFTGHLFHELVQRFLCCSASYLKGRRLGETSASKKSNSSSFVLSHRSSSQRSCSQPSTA
#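 Assay system: CHO cell line stably expressing human OTR | Also added: Oxytocin at about EC15, sub-maximal agonist stimulus | Times: Compound 6 min at room temperature before oxytocin, 100 s read | Measured by: Fluo-8 intracellular calcium fluorescence, ex 470-495, em 515-575 nm | Controls: EC15 oxytocin alone as 0%, 75 nM oxytocin as 100%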
# CHRM1 antagonist: antagonists of human M1 muscarinic receptor | P11229 | inhibition, % at 3 µM | CHO-K1 hM1, Fluo-8 calcium fluorescence, ACh EC80 antagonist | actives 1.3% (n = 360,000);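 active = percent inhibition above its own plate's cutoff, namely the mean of that plate's compound wells plus 3 SD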;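 note: peak over basal fluorescence ratio during 140 s after agonist addition; 0% = ACh EC80 plus DMSO and 100% = DMSO alone without agonist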
# Target sequence (P11229 whole entry, looked up): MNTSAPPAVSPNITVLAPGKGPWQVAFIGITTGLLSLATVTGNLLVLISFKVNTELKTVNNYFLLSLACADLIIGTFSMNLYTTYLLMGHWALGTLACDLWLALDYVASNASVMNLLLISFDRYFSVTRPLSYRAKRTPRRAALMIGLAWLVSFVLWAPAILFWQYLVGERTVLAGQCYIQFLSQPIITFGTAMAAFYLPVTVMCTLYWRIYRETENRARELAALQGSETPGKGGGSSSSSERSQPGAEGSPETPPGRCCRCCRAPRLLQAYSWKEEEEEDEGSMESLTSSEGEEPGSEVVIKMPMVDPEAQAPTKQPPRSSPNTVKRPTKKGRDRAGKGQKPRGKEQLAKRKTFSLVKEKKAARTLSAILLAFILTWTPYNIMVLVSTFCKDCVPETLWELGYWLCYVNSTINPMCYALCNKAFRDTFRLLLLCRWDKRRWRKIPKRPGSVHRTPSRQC
# CHRM1 agonist: agonists of human M1 muscarinic receptor; CHO-K1 hM1, Fluo-8 calcium fluorescence, agonist mode; 0% DMSO, 100% acetylcholine EC100; AID 588814; actives 0.33% (n = 360,000); P11229; activation, % at 3 µM;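 active = activation above the run's mean compound activation plus 3 SD, cut at about 16% in these data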;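 note: peak over basal fluorescence ratio within a 140 s kinetic read after compound addition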
# M1 PAM parental: nonselective activator or artifact in parental CHO-K1 calcium assay | ATP EC20, Fluo-8 calcium fluorescence; 0% at ATP EC20, 100% at ATP max | activation, % at 3 µM | actives 0.02% (n = 360,000);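 active = activation above the run cutoff, the mean activation of all test compounds plus 3 SD, cut at about 40% in these data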;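 note: peak over basal fluorescence ratio in a 140 s read after ATP addition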
# Active calls of the source: *; . = no result given.
# Second line of a record: CHRM1 agonist	CHO-K1 Ca antag	M1 PAM parental	CHRM1 antagonist	TAAR1 agonist	OXTR potentiate	TAAR1 antag	CHO parental Ca	M1 ag parental
CC(OC(=O)c1c(F)cccc1F)C(=O)NCCC1=CCCCC1 (stereo not drawn)
→ -5	7	-18	6	2	-1	-3	-12	-0.9
COc1ccc(OC)c(NC(=O)Cc2nn(C)c(=O)c3ccccc23)c1
→ 3	-3	14	8	5	-20	15	-2	5.8
Cc1cccc(C)c1N1C(=O)[C@@H]2C(c3ccccc3Cl)=NO[C@@H]2C1=O
→ 0	-3	10	-6	5	-3	-46	-5	2.1
COc1ccc(C(=O)COC(=O)CN2CC(=O)Oc3ccccc32)cc1Br
→ -3	-6	7	-19	1	-7	11	-19	0.4
O=C(Cn1ncc2ccccc21)N1CCc2ccccc21
→ 0	2	12	-10	1	12*	-13	-9	3.2
O=C(NC(=S)Nc1ccc(CN2CCOCC2)cc1)c1ccc([N+](=O)[O-])cc1Cl
→ -8	-6	19	-1	17	-12	-3	-12	4.0
OC(c1ccc(F)c(F)c1)c1nc(-c2ccccc2)cs1 (stereo not drawn)
→ -3	-1	-5	-17	1	.	-4	.	0.0
Cc1ccc(NC(=O)C2CC(=O)NC(Nc3cccc(C)c3)=N2)cc1 (stereo not drawn)
→ -3	-14	17	2	8	-1	11	1	0.0
O=C(NCCN1CCCCCC1)c1ccc(CS(=O)(=O)c2ccc(Br)cc2)o1
→ -14	-3	17	18	.	-8	.	-12	0.1
Cc1ccc(NC(=O)O/N=C/c2cccc([N+](=O)[O-])c2)cc1
→ -4	8	-14	17	0	-5	4	-8	0.5
CNNC(=O)C(C)NC(=O)c1ccc(Br)cc1 (stereo not drawn)
→ -3	-18	23	-5	11	-2	-1	3	0.0
CN1CCN(C(=O)c2sc(=S)n(-c3ccccc3)c2N)CC1
→ -5	3	-4	3	12	-4	3	-11	-0.5
CCCCNc1c(-c2cccc(-c3ccc(OC)cc3)c2)nc2cc(C)ccn12
→ -8	6	4	62*	8	-9	55*	65*	5.0
O=C(Cc1ccc(Cl)cc1)NCCS(=O)(=O)N1CCN(c2ccccc2)CC1
→ 2	-3	9	-21	3	-7	2	-6	1.7
CCOC(=O)c1c(C)[nH]c(NC(=O)NNC(=O)c2ccc(OC)cc2)c1C
→ -1	2	-16	-1	1	-1	2	-3	-0.3
CC(=O)NCCCNc1ccc([N+](=O)[O-])cc1
→ -7	-8	29	7	-1	-4	-5	3	2.4
CC(C)OCC(O)CN1CCC(Cc2ccccc2)CC1 (stereo not drawn)
→ -5	-18	4	-4	2	-7	-14	-3	0.8
CCOC(=O)C1CCCN(C2=NC(=O)/C(=C/c3ccc(N(C)C)cc3)S2)C1 (stereo not drawn)
→ 24*	-6	1	2	25	-23	1	8	7.2
CN(c1ccccc1C(=O)N1CCN(Cc2ccc3c(c2)OCO3)CC1)S(C)(=O)=O
→ -4	2	12	-8	7	-9	11	-9	0.2
CC(C)(C)SCCNC(=O)c1ccc(Cl)c(S(=O)(=O)N2CCOCC2)c1
→ 0	7	1	3	8	-13	7	9	3.8
O=C(CCc1nc2ccccc2c(=O)[nH]1)NCc1ccco1
→ 2	-4	-14	-8	15	-6	10	12	0.1
COc1cc(-c2noc(C)c2/C=C/c2cccc([N+](=O)[O-])c2)cc(OC)c1OC
→ -4	-5	10	0	11	-10	74*	-7	0.5
CCc1ccc(NC(=O)c2cc(-c3ccc(F)cc3)on2)cc1
→ -3	-11	17	-9	-1	-2	-7	3	0.7
CC1CCN(S(=O)(=O)c2ccc(S(=O)(=O)NCC3COCCO3)cc2)CC1 (stereo not drawn)
→ -4	-6	29	-10	0	-10	3	-13	0.7
CN(C(=O)c1cccc(NC(=O)Cc2cccc(NC(=O)C3CCCN(C(=O)C4CCC4)C3)c2)c1)C1CCC1 (stereo not drawn)
→ -4	0	2	-5	-1	.	-24	.	-0.1
CCOC(=O)c1ccc(-n2c(CN3CCC(O)CC3)nc3ccc([N+](=O)[O-])cc3c2=O)cc1
→ -5	-13	13	2	17	-4	-5	2	4.4
COc1ccc(CCNC(=O)COC(=O)/C=C/c2cccs2)cc1
→ -5	-12	10	-11	1	-2	-4	-3	0.9
O=C1Nc2ccc(Br)cc2C1(O)c1ccccc1 (stereo not drawn)
→ 3	-36	17	-13	15	-2	-16	-11	2.6
CNc1ncnc2c1ncn2[C@H]1CN(Cc2cccc3ccccc23)C[C@@H](CO)O1
→ 3	-13	-11	-5	7	.	20	.	4.8
COC(CNC(=O)Cn1ncc2ccsc2c1=O)OC
→ -2	-15	12	-8	7	-7	-6	-7	0.0
Cc1nn(C)c(-c2n[nH]c(=S)n2Cc2ccco2)c1Cl
→ -6	4	1	-9	1	-3	1	-13	-0.3
O=C(COCC(=O)NCc1ccccc1)NCc1ccccc1
→ -2	-25	15	-13	2	-6	7	-8	0.5
CCC(C)c1ccc(S(=O)(=O)N2CCN(CC(O)CN3CCOCC3)CC2)cc1 (stereo not drawn)
→ -5	-11	13	-1	14	0	4	-12	-0.5
CCCCCCNCC(=O)N1CCC(Cc2ccccc2)CC1
→ -11	3	-21	31*	7	-6	-4	-29	2.9
CCOc1cccc(C(=O)NC(=S)Nc2ccc(Cl)cc2C(=O)O)c1
→ -2	-10	8	-3	7	-22	12	0	0.5
CC(=O)Nc1ccccc1Nc1cc(C#N)c(C#N)cc1[N+](=O)[O-]
→ -3	20	-9	8	8	-1	9	1	-0.4
O=C(NCCC1=CCCCC1)c1ccc(Cl)c(S(=O)(=O)N2CCOCC2)c1
→ 0	2	17	7	25	-12	-3	-10	4.5
CS(=O)(=O)N(CC(=O)NCC1CCCO1)c1cc(Cl)ccc1Cl (stereo not drawn)
→ -3	-7	19	-10	2	-15	-1	-1	0.4
COc1cccc2cc(C(=O)Nc3cccc(C)n3)c(=O)oc12
→ 1	3	5	-16	.	-3	.	-3	-0.1
Cc1cccc2sc(NNC(=O)c3cc(-c4cccs4)nc4ccccc34)nc12
→ 5	12	7	14	16	-10	68*	-1	12
Cc1ccc(CCNC(=O)Cn2ccc3cc(S(=O)(=O)N4CCCC4)ccc32)cc1
→ -3	-11	23	-10	1	-20	3	-19	3.6
O=C(NNC(=O)c1ccc(-c2ccc([N+](=O)[O-])cc2)o1)c1ccncc1
→ -2	-7	9	-7	0	5	4	-12	1.9
CCOC(=O)c1ccc(NC(=O)N2CCc3ccccc32)cc1
→ -12	-22	5	2	6	-9	9	-17	1.9
O=[N+]([O-])c1cc(Cl)cc(/C=N/n2cnnc2)c1O
→ 2	-5	-12	6	1	-10	-4	-2	1.2
O=C(CSc1nnc(NC(=O)C2CCC2)s1)Nc1ccccc1
→ -1	-8	1	7	-4	-4	0	-10	2.0
COc1cc(C(=O)NN2C(=O)NC3(CCC(C)CC3)C2=O)ccc1OC(F)F (stereo not drawn)
→ -3	22	-12	5	1	4	11	-13	5.2
CN(C)C1(CN=Cc2cc(Cl)cc([N+](=O)[O-])c2O)CCCCC1
→ -1	-18	15	-10	5	-1	-15	-8	4.7
CCC1CCCCN1C(=O)COC(=O)c1ccc(Br)o1 (stereo not drawn)
→ -3	-11	-1	16	5	2	-13	9	0.2
COc1ccc(CNC(=O)CN2CCC(n3nnc4cc(F)ccc43)CC2)cc1
→ -14	-7	-10	0	6	-5	8	-24	0.9
CCOP(=O)(OCC)c1nc(-c2ccccc2Cl)oc1N1CCOCC1
→ -7	1	-1	-13	13	10	11	-13	0.1
O=C(CSc1nc2ccccc2[nH]1)Nc1ccc2c(c1)CCC2
→ -5	1	16	-11	9	-1	-22	-15	1.2
CC1CCc2ccccc2N1CC(=O)Nc1cccc(S(=O)(=O)N2CCCC2)c1 (stereo not drawn)
→ -5	-5	-1	-1	-1	.	-2	.	0.9
NNc1ccc(Cc2ccc(Cl)cc2Cl)nn1
→ -3	11	-6	-1	0	-4	2	-12	0.3
O=C(CCNC(=O)c1ccc(Br)cc1)Nc1ccc(S(=O)(=O)N2CCOCC2)cc1
→ -2	6	-9	22	1	-8	0	-15	-0.2
O=C(O)CCCN1C(=O)NC2NC(=O)NC21 (stereo not drawn)
→ -3	34*	-7	5	7	-2	-27	2	-0.2
CCCCOC(=O)Nc1ccc(OC)cc1S(=O)(=O)N1CCOCC1
→ -4	20	-9	6	2	2	-12	-10	-0.3
CSc1ccccc1NC(=O)c1cnc2n(c1=O)CCS2
→ -3	-10	14	-6	0	-4	-4	-10	1.0
O=C(COc1ccc(C(=S)N2CCOCC2)cc1)N1CCCC1
→ -2	3	-4	-8	6	-2	8	-3	-0.3
COCCNC(=O)Cn1cnc2sc(C)c(S(=O)(=O)N3CCN(c4ccccc4OC)CC3)c2c1=O
→ 1	-8	23	-16	3	-7	-2	-4	0.6
Cc1ccc(NS(=O)(=O)c2cn(C)cn2)cc1
→ -4	-7	2	-8	7	1	-11	-10	0.1

# Part of the list above in order of SMILES length, smallest number first.
# Second line of a record: CHRM1 agonist	CHO-K1 Ca antag	M1 PAM parental	CHRM1 antagonist	TAAR1 agonist	OXTR potentiate	TAAR1 antag	CHO parental Ca	M1 ag parental
NNc1ccc(Cc2ccc(Cl)cc2Cl)nn1
→ -3	11	-6	-1	0	-4	2	-12	0.3
O=C(Cc1ccc(Cl)cc1)NCCS(=O)(=O)N1CCN(c2ccccc2)CC1
→ 2	-3	9	-21	3	-7	2	-6	1.7
CCC(C)c1ccc(S(=O)(=O)N2CCN(CC(O)CN3CCOCC3)CC2)cc1 (stereo not drawn)
→ -5	-11	13	-1	14	0	4	-12	-0.5

# (cont.)
# Second line of a record: CHRM1 agonist	CHO-K1 Ca antag	M1 PAM parental	CHRM1 antagonist	TAAR1 agonist	OXTR potentiate	TAAR1 antag	CHO parental Ca	M1 ag parental
CCCCn1nnnc1C(CC)N1CCN(C/C=C/c2ccccc2)CC1 (stereo not drawn)
→ -5	10	-11	-28	1	.	-9	.	1.6
COc1cc2nncc(SC)c2cc1OC
→ -3	4	-15	-5	-1	.	-14	.	-0.7
O=C(c1ccc(Br)cc1)N1CCCC1
→ 0	8	7	-3	2	-1	-9	-15	-0.6
O=C(NCC(c1cccs1)N1CCOCC1)c1cc(-c2ccccn2)nc2ccccc12 (stereo not drawn)
→ -2	-9	-2	-6	9	-3	25	-16	4.4
CCn1cc(C(=O)NCCc2ccccc2)c(=O)c2cc(S(=O)(=O)N3CCCC3)ccc21
→ -4	-15	15	-4	32	-11	3	-3	0.5
CC(C)NC(=O)c1nc2ccccc2s1
→ -5	-7	-5	2	8	-3	9	1	0.1
Cc1sc2ncnc(OCC(=O)N3CCN(S(=O)(=O)c4ccccc4)CC3)c2c1C
→ -4	-5	12	-4	6	-9	4	-18	1.2
